TAAR1 antagonist = antagonists of human TAAR1 | CHO RD-HGA16 TAAR1, Fluo-8 calcium fluorescence, antagonist | inhibition, % at 3 µM | actives 1.5% (n = 360,000) | AID 624466 | Q96RJ0;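 active = inhibition above a per-plate cutoff, the mean inhibition of test compounds on that plate plus 3 SD, cut at about 49% in these data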;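 also: 0% = DMSO plus EC80 beta-PEA response and 100% = DMSO alone without agonist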
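Test system – hTAAR1-expressing CHO RD-HGA16 cells, Gα16-coupled · Also added – β-PEA at EC80 concentration, post-compound challenge · Compound – 3 µM, single point · Incubation – dye loading 75 min at 37 °C, then 30 min room temperature · Measured by – Fluo-8 intracellular calcium dye fluorescence, real-time kinetic reads · Benchmarks – vehicle and agonist controls · Replicates – singlicate, one well per test compound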
CHO-K1 Ca antag = counter-screen for M1 antagonists: effect in parental CHO-K1 cells; ATP-induced calcium, Fluo-8 fluorescence; inhibition, % at 3 µM; actives 0.6% (n = 360,000); AID 602250;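 active = inhibition above a per-plate cutoff, the plate's mean sample inhibition plus 3 SD, cut at about 24% in these data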;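 also: 0% = DMSO plus EC80 ATP and 100% = DMSO alone without ATP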
CHO-K1 Ca PAM = counter-screen for M1 PAMs: effect in parental CHO-K1 cells; ATP EC20, Fluo-8 calcium fluorescence; 0% at ATP EC20, 100% at ATP max; activation, % at 3 µM; actives 0.02% (n = 360,000); AID 602247;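 active = activation above the run cutoff, the mean activation of all test compounds plus 3 SD, cut at about 40% in these data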;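 also: peak over basal fluorescence ratio in a 140 s read after ATP addition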
OXTR ag = agonists of human oxytocin receptor; P30559; CHO-OTR cells, Fluo-8 calcium fluorescence; normalized: DMSO 0%, oxytocin 100%; activation, % at 3 µM; actives 0.32% (n = 320,000); AID 2435;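 active = activation above the mean of all tested compounds plus 3 SD, cutoff set per screening run, cut at about 20% in these data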;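 also: peak over basal fluorescence ratio from a 100 s FLIPR kinetic read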
CHO-K1 Ca ag = nonselective activator or artifact in parental CHO-K1 cells. Fluo-8 calcium fluorescence; scaled to maximal ATP response, vehicle zero. activation, % at 3 µM. actives 0.48% (n = 360,000). AID 602248; in the data active = activation above about 15%;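 also: untransfected CHO-K1 host cells lacking M1 receptor as counterscreen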
OXTR potentiate = human OXTR potentiation; activation, % at 3 µM; P30559; AID 2445; actives 0.061% (n = 320,000); CHO-OTR cells, Fluo-8 calcium fluorescence, potentiator mode; 0% = oxytocin EC15, 100% = EC100;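 active = activation above that plate's cutoff, the mean activation of tested compounds plus 3 SD, cut at about 6.6% in these data, passing the limit was not always enough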;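 also: 100% uses oxytocin at 75 nM as the full agonist control; some results filed as inactive read as strong as hits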
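Measured by – Fluo-8 calcium dye fluorescence · Test system – human OTR in CHO cells · Dosing – one concentration, 3.0 µM compound · Controls – EC15 oxytocin alone as 0%, 75 nM oxytocin as 100% · Evaluation – normalized max/min fluorescence ratio, % activation · Timing – 6 min pre-incubation, 100 s read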
V1aR counter = V1a receptor agonism, counter-screen for OXTR agonists. P37288. CHO-V1R cells, Fluo-8 calcium fluorescence, agonist mode; 0% DMSO, 100% 3 nM vasopressin. activation, % at 3 µM. actives 0.25% (n = 320,000). AID 2797;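 active = activation above the mean activation of all tested compounds plus 3 SD, per screening run, cut at about 20% in these data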;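 also: signal is peak over basal fluorescence ratio across a 100 second FLIPR read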
Target sequence (P37288 whole entry, looked up): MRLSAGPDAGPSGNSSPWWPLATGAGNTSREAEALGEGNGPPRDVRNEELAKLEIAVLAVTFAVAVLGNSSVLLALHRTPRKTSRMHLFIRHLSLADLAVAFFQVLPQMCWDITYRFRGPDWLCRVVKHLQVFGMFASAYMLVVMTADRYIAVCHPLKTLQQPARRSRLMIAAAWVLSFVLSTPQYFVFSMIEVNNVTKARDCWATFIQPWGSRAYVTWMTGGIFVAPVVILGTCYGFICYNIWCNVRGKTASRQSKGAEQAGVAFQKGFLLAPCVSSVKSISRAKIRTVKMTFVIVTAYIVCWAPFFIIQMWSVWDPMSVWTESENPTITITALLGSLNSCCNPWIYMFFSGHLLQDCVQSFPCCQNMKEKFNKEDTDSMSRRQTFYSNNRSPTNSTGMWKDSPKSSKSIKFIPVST
CHO parental Ca = signal in parental CHO cells, OX1R antagonist counter-screen | inhibition, % at 5.6 µM | parental CHO-K1, ATP-induced calcium, Fluo-8 fluorescence | actives 0.63% (n = 330,000) | AID 463079;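 active = inhibition above that plate's mean sample inhibition plus 3 SD, cut at about 26% in these data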;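 also: 0% = ATP-challenged DMSO wells and 100% = DMSO wells without ATP; some compounds past the cut are filed as inactive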
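Test system: untransfected parental CHO cell line; also added: ATP stimulus; dosing: 5.6 µM, single dose; signal: calcium-sensitive Fluo-8 fluorescence; measure: percent inhibition of ATP-evoked calcium rise, normalized to controls; benchmarks: low control ATP plus DMSO, high control DMSO only; replication: one well per compound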
GPR7 antagonist = human neuropeptides B/W receptor 1 antagonism. P48145. actives 1.1% (n = 290,000). inhibition, % at 4.4 µM. GPR7-expressing cells, fluorescence antagonist assay; in the data active = inhibition above about 16%, passing the limit was not always enough;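 also: cells stimulated with the agonist NPW; 0% = agonist with vehicle and 100% = vehicle without agonist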
Target sequence (P48145 whole entry, looked up): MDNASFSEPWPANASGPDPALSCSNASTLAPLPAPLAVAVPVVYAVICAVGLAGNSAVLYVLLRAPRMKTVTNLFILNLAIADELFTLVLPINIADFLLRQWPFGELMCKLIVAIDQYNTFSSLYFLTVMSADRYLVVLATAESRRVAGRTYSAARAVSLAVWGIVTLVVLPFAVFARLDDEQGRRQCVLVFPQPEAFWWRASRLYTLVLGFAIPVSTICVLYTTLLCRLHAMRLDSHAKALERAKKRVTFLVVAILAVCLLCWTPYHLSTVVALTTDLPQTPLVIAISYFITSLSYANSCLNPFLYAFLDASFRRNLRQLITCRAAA
Starred values were filed as active, the others as inactive; / = no result given.

SMILES	TAAR1 antagonist	CHO-K1 Ca antag	CHO-K1 Ca PAM	OXTR ag	CHO-K1 Ca ag	OXTR potentiate	V1aR counter	CHO parental Ca	GPR7 antagonist
CN1C2CCC1/C(=C/c1ccccn1)C(=O)/C2=C\c1ccccn1	-7	14	-10	1.3	0.1	0	0.7	-8	1
CN(C)c1ccc(/C=C/C=C2/C(=O)NC(=O)N(c3ccccc3)C2=O)cc1	6	0	-1	/	5.4	/	/	/	3
COC(=O)C1=C(c2ccc(F)cc2OCc2ccccc2)C[C@@H]2CC[C@H]1N2C(=O)NCc1ccc(N(C)C)cc1	47	-13	-12	-1.5	0.7	-3	-1.4	-20	/
Clc1ccc2[nH]c3c(c2c1)CCNC3	2	9	-15	5.1	1.1	-8	2.2	2	16
CCCCCN1C(=O)c2ccccc2[C@@]2(C(=O)OCC)Cc3cc(Cl)ccc3[C@@H]12	-47	-7	-11	/	0.2	/	/	/	/
CC(=O)Nc1ccccc1C(=O)C(=O)Nc1cccc(C(=O)N2CCC3(CC2)OCCO3)c1	-15	-6	4	0.3	1.6	-20	-0.2	1	-7
COC(=O)Cn1cc(C(=O)c2ccccc2F)c2ccccc21	-25	-6	1	/	-0.1	/	/	/	-6
Cc1ccc(NC(=O)[C@@H](NC(=O)N2C[C@H]3C[C@@H](C2)c2cccc(=O)n2C3)C(C)C)cc1	-17	-4	23	0.7	0.6	-1	-0.8	-11	-3
c1ccc2c(c1)-c1cccc3cccc-2c13	-31	-1	-6	-0.2	0.0	3	0.1	-17	/
Cc1cccc2nc(-c3ccccc3)c(-c3ccc(CN4CCC(n5c(=O)[nH]c6ccccc65)CC4)cc3)nc12	27	-14	6	/	1.3	/	/	/	/
Cc1ccsc1-c1nc(CSCC(=O)N2CCC3(CC2)OCCO3)c(C)o1	3	-4	16	14	8.5	-25	9.8	2	-10
O=C(Cc1c(Cl)cccc1Cl)N1CCN(Cc2ccccc2)CC1	-7	-11	19	2.2	2.4	-4	1.5	-20	3
O=[N+]([O-])c1ccc(C[n+]2c(-c3ccccc3)cc(-c3ccccc3)cc2-c2ccccc2)cc1	-5	-17	-9	-1.6	0.0	-17	0.1	-10	/
Cc1cccc(OCC(=O)N2CCN(Cc3cccnc3)CC2)c1	-3	1	-5	0.1	0.9	-1	0.2	1	-5
Cc1cccc(OC(=O)N2CCOCC2)c1	3	-10	19	1.4	0.7	0	0.8	-8	-3

Four compounds out of the list, ordered by molecular weight, ascending.
SMILES	TAAR1 antagonist	CHO-K1 Ca antag	CHO-K1 Ca PAM	OXTR ag	CHO-K1 Ca ag	OXTR potentiate	V1aR counter	CHO parental Ca	GPR7 antagonist
CN1C2CCC1/C(=C/c1ccccn1)C(=O)/C2=C\c1ccccn1	-7	14	-10	1.3	0.1	0	0.7	-8	1
CN(C)c1ccc(/C=C/C=C2/C(=O)NC(=O)N(c3ccccc3)C2=O)cc1	6	0	-1	/	5.4	/	/	/	3
Cc1ccc(NC(=O)[C@@H](NC(=O)N2C[C@H]3C[C@@H](C2)c2cccc(=O)n2C3)C(C)C)cc1	-17	-4	23	0.7	0.6	-1	-0.8	-11	-3
Cc1cccc2nc(-c3ccccc3)c(-c3ccc(CN4CCC(n5c(=O)[nH]c6ccccc65)CC4)cc3)nc12	27	-14	6	/	1.3	/	/	/	/

(listing goes on)
SMILES	TAAR1 antagonist	CHO-K1 Ca antag	CHO-K1 Ca PAM	OXTR ag	CHO-K1 Ca ag	OXTR potentiate	V1aR counter	CHO parental Ca	GPR7 antagonist
CCOc1ccc(-n2c(O)c(C=Nc3ccc(N4CCOCC4)cc3)c(=O)[nH]c2=O)cc1	-50	9	-3	-1.0	-0.2	-16	-1.1	-9	-5
COc1ccccc1OCCCn1cc(C(=O)C2CC2)c2ccccc21	-5	-14	14	-2.0	1.9	1	-0.2	-22	4
O=C(NCCO)c1nsnc1NCCCl	12	-7	-2	-0.1	0.1	3	0.6	13	3
CCN1CC2C3CCC(C)(O3)C2C1 (centres undefined)	3	-2	-7	1.2	-0.1	-7	1.0	-4	-4
CC[C@@H](C(N)=O)N1CCCC1=O	/	/	/	-0.6	/	-14	0.0	-5	-12
COC(=O)C1=C(c2c(C)noc2C)C[C@@H]2CC[C@H]1N2C(=O)NCc1ccc(C(F)(F)F)cc1	7	-13	16	1.8	0.2	3	1.8	-22	/
O=c1[nH]c(=S)n(Cc2ccc(F)cc2)c(O)c1C=NCc1ccc2c(c1)OCO2	-7	-9	0	-0.1	0.4	-2	-0.3	8	-6
Fc1ccccc1CCNCc1cccc(Cl)c1Cl	-23	-7	19	-1.6	3.0	-1	-0.5	-23	-12
N#Cc1ccccc1Cn1cc(C(=O)C2CC2)c2ccccc21	-19	1	10	-2.5	0.0	-10	-0.1	-24	-12
Cc1cccc(N2C(=O)NC(=O)/C(=C\c3ccc(N4CCOCC4)cc3)C2=O)c1	-10	-4	-2	0.8	1.1	-7	1.9	-11	-11
O=[N+]([O-])[N-][n+]1cnn(Cc2ccccc2)c1	-19	-14	19	0.9	0.6	-3	0.6	10	-14
CN(C)C(CNC(=O)Cc1ccc(Br)cc1)c1ccccc1 (centres undefined)	-6	-10	9	1.9	1.5	-3	0.0	-14	3
COc1ccc(-n2nnnc2C(C2CC2)N2CCC(n3c(=O)[nH]c4ccccc43)CC2)cc1 (centres undefined)	72*	-16	21	/	6.7	/	/	/	/
ClC(Cl)(Cl)c1ccccc1	9	-9	14	1.3	-0.4	-4	0.8	3	/
COC(=O)C1=C(c2ccc(S(C)(=O)=O)cc2)C[C@@H]2CC[C@H]1N2C(=O)NC(C)C	5	-11	9	-0.7	0.7	-2	0.5	5	/
CCC(=NCc1ccco1)c1c(O)n(-c2ccc(OC)cc2)c(=O)[nH]c1=O	2	-1	15	-0.1	0.4	-7	2.1	-23	-5
CC1CCCN(c2ccc(C(=O)N3CCC4(CC3)OCCO4)cc2[N+](=O)[O-])C1 (centres undefined)	-13	-8	4	0.3	1.4	-5	0.7	2	-1
Cn1cccc1/C=C1/C(=O)NC(=S)N(Cc2ccc(F)cc2)C1=O	-24	-16	17	-0.8	1.6	1	-0.2	-6	-10
O=c1cccc2n1C[C@@H]1C[C@@H]2CN(CC(O)c2ccc([N+](=O)[O-])cc2)C1 (some centres undefined)	-1	6	-22	/	0.2	/	/	/	-12
Cc1cc(Cl)ccc1OCCCC(=O)NCc1cccs1	3	1	-3	-2.0	1.2	0	1.9	-10	6
CCN(CC)C(=O)N[C@H]1C[C@@H]2c3cccc4[nH]cc(c34)C[C@H]2N(C)C1	5	-8	2	-0.5	0.3	-8	0.3	-11	-6
OC(CNC1CCCCCCC1)c1ccccc1 (centres undefined)	/	/	/	2.3	/	-1	0.5	-19	22*
Cc1ccc(-c2nc3ccccc3c(=O)n2-c2cccc(O)c2)cc1	-2	1	12	-1.5	1.0	1	-0.5	-26	-8
CC(C)N1CCN(Cc2ccccc2C(F)(F)F)CC1CCO (centres undefined)	1	9	-13	-0.1	0.0	-12	1.2	-19	-2
Cn1cc(NC(=O)CCl)cn1	-13	-7	10	0.1	1.3	2	1.0	15	-2
O=C1NC(=S)NC(=O)C1=Cc1ccc(Br)s1	13	-15	14	3.3	3.0	12	1.6	8	-9
Cn1c(O)c(/C=C2/C=CC=N2)c(=O)[nH]c1=O	10	-11	20	0.8	0.3	-13	0.8	-14	-11
CN1CCCC(C(O)(c2ccccc2)c2ccccc2)C1 (centres undefined)	-1	9	12	0.4	0.7	3	0.0	-8	10
COCCn1cc(C(=O)N2CCC3(CC2)OCCO3)c2c3ccccc3n(C)c2c1=O	16	-7	10	1.5	3.1	-6	0.9	-15	-8
CC1CN=C(NCc2ccncc2)S1 (centres undefined)	18	-3	6	1.1	-0.1	2	1.6	-9	-8
COc1cc(/C=C2/C(=O)NC(=O)N(c3ccc(C)cc3)C2=O)cc(OC)c1OC	-6	-9	-17	0.5	0.2	1	0.7	-3	-15
CN1CCN(c2ccc([N+](=O)[O-])c(Sc3nncn3C)c2)CC1	7	2	-3	0.6	-0.2	5	0.5	-3	-15
COC(=O)C1=C(c2ccccc2OCc2ccccc2)C[C@@H]2CC[C@H]1N2C(=O)NCc1cccc(F)c1	42	-15	12	0.4	0.7	-2	1.6	-28	/
CCOC(=O)[C@]12Cc3c(cc(OC)c(OC)c3OC)[C@H]1N(Cc1ccccc1)C(=O)c1ccccc12	1	-15	-2	/	-0.9	/	/	/	/
CC(Cc1ccccc1Sc1ccccc1O)N(C)C (centres undefined)	4	5	7	10	1.9	-8	4.7	-9	-3
CC1CN=C(NC(C)c2ccccc2)S1 (centres undefined)	-6	0	14	-0.6	0.0	-1	0.4	-17	-11
CC(=O)OC1CCC2(C)C(CC(=O)C3C2CCC2(C)C(OC(C)=O)CCC32)C1 (centres undefined)	-2	-6	-11	/	0.0	/	/	/	/
CC(=O)Nc1ccccc1OP1(=O)COc2ccccc2OC1	8	-4	1	0.5	0.0	5	0.0	7	-8
CCc1c(C)nc(N)nc1N1N=C1SCC(N)=O	-7	-5	16	0.6	0.9	-4	0.0	3	-12
CC(=O)N(C)CC#CCN1CCCC(CO)C1 (centres undefined)	11	-5	-13	-0.2	0.2	-1	0.8	-13	/
CCOc1cc2c(cc1OCC)-n1cccc1C(c1ccc(OC)c(OC)c1)NC2 (centres undefined)	8	-5	3	4.4	3.5	-3	3.1	-5	8

2 entries from above, in markdown:
| Molecule | TAAR1 antagonist | CHO-K1 Ca antag | CHO-K1 Ca PAM | OXTR ag | CHO-K1 Ca ag | OXTR potentiate | V1aR counter | CHO parental Ca | GPR7 antagonist |
| --- | --- | --- | --- | --- | --- | --- | --- | --- | --- |
| CC(Cc1ccccc1Sc1ccccc1O)N(C)C (centres undefined) | 4 | 5 | 7 | 10 | 1.9 | -8 | 4.7 | -9 | -3 |
| CC1CN=C(NC(C)c2ccccc2)S1 (centres undefined) | -6 | 0 | 14 | -0.6 | 0.0 | -1 | 0.4 | -17 | -11 |

Bioassay records from PubChem BioAssay.

Some of the compounds tested; rates above refer to the full screens.
